Source: PubChem (National Center for Advancing Translational Sciences (NCATS))
Eya2 phos inh: inhibitors of human Eya2 phosphatase activity; O00167; recombinant Eya2, OMFP fluorescence dephosphorylation (OMFP is methylfluorescein phosphate); Potency, µM (doses to about 76.9 µM), for inactives: at the highest dose activity, negative = inhibition, hits mostly inhibitors; 330,000 compounds, 0.006% hits; AID 488837; note: potency is the fitted concentration of half-maximal effect; % is set by controls: 0 for no effect and ±100 for the full control effect
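Eya2 protein (added as 0.2 uM solution) was preincubated with compound for 10 min at ambient temperature in 50 mM HEPES pH 7.5, 50 mM NaCl, 5 uM MgCl2, 0.05% BSA, 1 mM DTT. OMFP (added at 50 uM) then reacted 10 min; fluorescence read at 485/525 nm.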
Mito fusion act: blocks mitochondrial division or promotes mitochondrial fusion | S. cerevisiae fusion-defective mutant growth rescue, CellTiterGlo 48 h | AID 485298 | Potency, µM (series often up to 46.1 µM), inactives show at the highest dose growth rescue (activation), most hits filed as activators | 320,000 compounds, 0.23% hits;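 note: potency is the fitted concentration of half-maximal effect; % of control where 0% means no effect; nearly all actives have a fitted effect of over 45% in size; temperature-sensitive fusion mutants such as fzo1-1 at 37 °C on non-fermentable ethanol glycerol medium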
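S. cerevisiae fusion-defective temperature-sensitive mutants (e.g. fzo1-1, mgm1-5) grown 48 h at 37C in YPEG (ethanol/glycerol non-fermentable) medium with 23 nl compound per well; growth rescue read as CellTiterGlo luminescence.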
uPA surface inh: cell surface uPA generation inhibition; cell surface uPA generation assay, qHTS; 330,000 compounds, 0.31% hits; AID 540303; Potency, µM (series often up to 38.3 µM), for inactives: at the highest dose activity change, negative = inhibition, actives largely listed as inhibitors; active = well fitted inhibition curve with a large enough effect; inconclusive = small, poorly fitted or top-dose-only effect; inactive = no such curve, though single readings can be large or run the other way; tested in mouse RAW 264.7 cells; note: potency is the fitted concentration of half-maximal effect; % is set by controls: 0 for no effect and ±100 for the full control effect; nearly all actives have a fitted effect of over 55% in size
TSHR antagonist: human thyrotropin receptor antagonism | 330,000 compounds, 0.2% hits | activity change, negative = inhibition, % at 11.5 µM | TSHR-expressing cells, TSH-stimulated cAMP HTRF, 2 h; hits give low values | P16473;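 active = activity change below a set negative limit, meaning inhibition stronger than a set level, cut at about -70% in these data; inconclusive = activity change between two set negative limits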; note: % is set by controls: 0 for no effect and ±100 for the full control effect
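TSHR-expressing cells were treated with compounds, then stimulated with TSH at EC80 (4nM final) for 2 hours at 37 deg C. Cellular cAMP was measured by HTRF competition between lysate cAMP and cAMP-d2 for a cryptate-labelled anti-cAMP antibody.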
ELG1 repair inh: inhibitors of ELG1-dependent DNA repair in HEK293T cells. AID 504467. 330,000 compounds, 2.3% hits. Potency, µM (series often up to 46.1 µM), for inactives: at the top dose activity change, negative = inhibition, most hits filed as inhibitors. HEK293T ELG1-luciferase reporter, luminescence, 16 h; DNA damage induced by 5-fluorouridine; note: potency is the fitted concentration of half-maximal effect; % is set by controls: 0 for no effect and ±100 for the full control effect; nearly all actives have a fitted effect of over 55% in size
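Quantitative HTS, concentration-response format. 2,000 cells/well co-treated with 5-fluorouridine and compound, 16 hr in 5% CO2 at 37 °C; ONE-Glo luminescence read after 30 min.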
USP2a block: blocks human ubiquitin-specific protease USP2a | O75604 | USP2 core, Ub-CHOP2 coupled fluorogenic reporter, 485/531 | Potency, µM (highest dose often 38.3 µM), inactives show at the highest dose activity change, negative = inhibition, most hits filed as inhibitors | 330,000 compounds, 0.01% hits;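 note: potency is the fitted concentration of half-maximal effect; plate controls were DMSO wells for no effect and full inhibition by NEM control for full effect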
Target sequence (O75604 whole entry, looked up): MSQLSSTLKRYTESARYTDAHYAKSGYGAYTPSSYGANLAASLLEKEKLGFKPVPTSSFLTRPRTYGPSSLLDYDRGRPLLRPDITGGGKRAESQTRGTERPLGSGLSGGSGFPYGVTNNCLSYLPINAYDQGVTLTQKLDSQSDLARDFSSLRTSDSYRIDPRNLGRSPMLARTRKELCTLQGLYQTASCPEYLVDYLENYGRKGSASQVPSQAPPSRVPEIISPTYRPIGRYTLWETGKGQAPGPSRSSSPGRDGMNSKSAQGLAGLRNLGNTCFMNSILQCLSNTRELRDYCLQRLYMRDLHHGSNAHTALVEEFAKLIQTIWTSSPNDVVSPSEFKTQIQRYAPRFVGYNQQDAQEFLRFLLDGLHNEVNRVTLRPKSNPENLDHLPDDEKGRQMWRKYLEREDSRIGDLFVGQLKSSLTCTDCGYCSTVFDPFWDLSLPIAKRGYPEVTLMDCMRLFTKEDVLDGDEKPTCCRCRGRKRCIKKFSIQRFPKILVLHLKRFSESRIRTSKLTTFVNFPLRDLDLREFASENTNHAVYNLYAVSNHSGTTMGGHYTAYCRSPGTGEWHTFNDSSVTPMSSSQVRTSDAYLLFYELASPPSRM
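USP2 core (10nM final) preincubated 30min RT with compound in 20mM Tris-HCl pH 8.0, 2mM CaCl2, 2mM beta-mercaptoethanol, 0.05% CHAPS; 25nM Ub-CHOP2 plus 25nM reporter substrate added, fluorescence (Ex485/Em531) read after 60min.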
B2AR arrestin: agonists driving beta-arrestin recruitment to human beta2-adrenergic receptor | P07550 | beta-arrestin recruitment to beta2AR, cell-based reporter | Potency, µM (highest dose often 46.1 µM), without a hit: at the top dose activation, hits mostly activators | 330,000 compounds, 0.02% hits;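 note: potency is the fitted concentration of half-maximal effect; 0% = DMSO controls and full agonism = EC100 isoproterenol or metaproterenol; nearly all actives have a fitted effect of over 65% in size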
Target sequence (P07550 whole entry, looked up): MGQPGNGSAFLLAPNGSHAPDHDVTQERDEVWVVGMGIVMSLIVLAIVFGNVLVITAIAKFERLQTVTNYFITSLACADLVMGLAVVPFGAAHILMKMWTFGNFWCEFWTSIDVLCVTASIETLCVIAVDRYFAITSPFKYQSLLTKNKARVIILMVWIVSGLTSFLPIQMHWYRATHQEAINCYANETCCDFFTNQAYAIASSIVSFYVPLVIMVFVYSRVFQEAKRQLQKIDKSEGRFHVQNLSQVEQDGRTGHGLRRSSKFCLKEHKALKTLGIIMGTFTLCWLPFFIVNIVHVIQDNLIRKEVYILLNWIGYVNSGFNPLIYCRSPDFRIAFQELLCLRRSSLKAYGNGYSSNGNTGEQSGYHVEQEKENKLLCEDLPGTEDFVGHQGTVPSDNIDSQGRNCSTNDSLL
PTAP TSG101 blk: blocks PTAP/TSG101 interaction to inhibit HIV-1 budding. 340,000 tested, under 10 active. Q99816. Potency, µM (series often up to 115 µM), without a hit: top-dose activity change, negative = inhibition, most hits filed as inhibitors. Fluorescence polarization, FITC-PTAP peptide / Tsg101 binding. AID 493005; active = well fitted inhibition curve with a large enough effect in the main read-out, with a control signal flat, not every such curve was filed as active; inconclusive = small, poorly fitted or top-dose-only effect, or effect the other way, or a change in a side signal; inactive = no such curve, though single readings can be large or run the other way; note: potency is the fitted concentration of half-maximal effect; % of control where 0% means no effect
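Compounds were pin-transferred onto Tsg101 binding domain (10 uM final) in HEPES pH 7.5 buffer, then FITC-PTAP peptide was added at 50 nM final. After 20 min at RT, polarization reported peptide displacement across a qHTS concentration series.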
BCR signal inh: blocks chronic active B-cell receptor signaling; ABC-DLBCL IkBa-CBG/CBR reporter, luminescence ratio, 4 h; Potency, µM (highest dose often 46.1 µM), without a hit: at the highest dose ratio change, negative = lower green/red ratio, most hits filed as inhibitors; 340,000 compounds, 0.05% hits; active = well fitted inhibition curve with a large enough effect in the signal ratio, with a control signal flat, not every such curve was filed as active; inconclusive = small, poorly fitted or top-dose-only effect, or effect the other way, or a change in a side signal; the % refers to the signal ratio;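 note: potency is the fitted concentration of half-maximal effect; plate controls were basal doxycycline-induced cells for no effect and cells given 10 µM MG132 for full effect; MG132 reads +100%, hits lower the ratio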
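Doxycycline induced both beetle luciferases in TMD8 lymphoma cells; IKK-driven degradation limits the IkappaBalpha-fused green signal, while red luminescence normalises for cell number and nonspecific effects. Compounds tested up to 46 uM, 4 hrs.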
Tb PFK inh: T. brucei PFK enzyme inhibition | T. brucei PFK, ADP-Glo luminescence | Potency, µM (titrated, usually from 57.5 µM), inactives show top-dose activity, negative = inhibition, actives largely listed as inhibitors | 330,000 compounds, 0.17% hits | AID 485367;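 note: potency is the fitted concentration of half-maximal effect; 0% = uninhibited 1x PFK enzyme wells and -100% = no-enzyme wells; nearly all actives have a fitted effect of over 60% in size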
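1.25 nM PFK with 0.5 mM F6P and 0.1 mM ATP in 0.1 M TEA pH 8.0, 5 mM MgCl2, incubated 45 min at room temperature; ADP measured by ADP-Glo luminescence; compounds titrated up to 57 uM.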
TCR activator: activates T cell receptor signaling; Potency, µM (doses to about 9.22 µM), for the others: top-dose activation of IL-2 secretion, hits mostly activators; primary human leukocytes, anti-CD3, IL-2 HTRF, 48 h; 330,000 tested, under 10 active; note: % of control where 0% means no effect
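Activity was scored as IL-2 release from primary human leukocytes given only a TCR signal (a-CD3 beads) plus compound for 48 hr. Detection used a two-antibody HTRF format read at 665nm.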
An asterisk follows results filed as active; ? = inconclusive; . = no result given; [ ] = remark or other dose. Unless noted, calls come from the whole dose curve; as a rule, active = well fitted curve in the direction sought with a large enough effect; inconclusive = small, poorly fitted or top-dose-only effect, or another doubt; inactive = no such curve, though single readings can be large; an effect the other way counts as inactive or inconclusive.

nr	SMILES	Eya2 phos inh	Mito fusion act	uPA surface inh	TSHR antagonist	ELG1 repair inh	USP2a block	B2AR arrestin	PTAP TSG101 blk	BCR signal inh	Tb PFK inh	TCR activator
1	Cc1ccc(NC(=O)CSCC(=O)NCc2ccco2)cc1	?	-3%	-2%	1	7%	0%	-0.2%	54%[activator]	1%	0%	3%
2	CCOC(=O)c1ccc(-n2c(C)nc3ccc(Br)cc3c2=O)cc1	7%	9%	3%	1	?	8%	0.4%	0%	-1%	4%	1%
3	COc1ccc(/C=C2\CCC(C3CCCC3)C2=O)cc1Cn1nc(C)cc1C (configuration not stated)	-3%	1%	-1%	7	3%	3%	-0.4%	-2%	?	1%	-3%[46.1 µM]
4	COc1ccc(C(=O)N2CCN(C(=O)Cc3ccccc3)CC2)cc1	1%	0%	-2%	0	11%	0%	-0.4%	-2%	-9%	0%	4%
5	N#Cc1c2c(c(-c3ccccc3Cl)[nH]c1=S)CCCC2	-10%	4%	1%	-4	?	1%	-0.3%	-2%	-3%	-4%	-2%
6	CCOc1cc(/C=N/NC(=O)CSc2nncn2C)ccc1OCC(N)=O	-1%	-1%	-3%	-4	-1%	3%	-0.1%	2%	-8%	-6%	9%
7	Cc1cc(C(=O)N2CCN(C/C=C/c3ccccc3)CC2)cs1	-4%	-1%	-3%	8	1%	0%	-0.2%	-2%	7%	-4%	3%
8	CC(C)CN(C(=O)COC(=O)/C=C/c1cccs1)c1c(N)n(Cc2ccccc2)c(=O)[nH]c1=O	3%	-8%	1%	-8	2%	0%	-0.1%	2%	-1%	1%	1%
9	CSc1ncc(CN2CCc3c([nH]c4ccccc34)C2C(C)(C)C)cn1 (configuration not stated)	-1%	-6%	10%	8	-17%	-1%	-0.4%	-1%	-3%	-1%	-8%
10	COc1ccc(-c2cc(=O)oc3cc(OC(C)C(=O)Nc4ccc(CN5CCOCC5)cc4)ccc23)cc1 (configuration not stated)	2%	-1%	-11%	-7	?	1%	0.3%	-10%	-13%	-1%	-6%
11	CCN(CC)CCNC(=O)C1c2cc(OC)c(OC)cc2C(=O)N2CCc3ccccc3C12 (configuration not stated)	3%	-2%	-1%	-3	-1%	1%	0.2%	-8%	-5%	0%	-5%
12	COc1ccc(/C=N/Nc2nc(=O)[nH]nc2C)cc1[N+](=O)[O-]	-1%	-3%	1%	9	14%	4%	-0.6%	-7%	-9%	-4%	-4%[46.1 µM]
13	CCC(NC(=O)Nn1cnnc1)(C(F)(F)F)C(F)(F)F	-3%	-7%	1%	3	-11%	0%	0.5%	-1%	2%	1%	0%[46.1 µM]
14	COC(=O)c1cc(OC)c(OC)cc1NC(=S)N1CCN(C)CC1	2%	1%	-4%	33	2%	0%	-0.3%	-10%	6%	-4%	6%
15	COCCNC(=O)NC(=O)COC(=O)C1(c2ccc(Cl)cc2)CC1	-2%	0%	3%	-5	2%	1%	0.0%	-3%	-1%	1%	.
16	O=C(O)c1cc(S(=O)(=O)Nc2ccc3c(c2)OCCO3)c(Cl)cc1Cl	4%	-10%	3%	5	?	1%	0.2%	-5%	-2%	7%	8%
17	O=C(Nc1ccc(S(=O)(=O)Nc2ncccn2)cc1)C(F)(F)F	6%	1%	1%	-8	5%	2%	-0.2%	-1%	4%	-1%	2%
18	CCCC(=O)NC1=C(C#N)C2(CCCC2)Cc2ccccc21	14%	13%	.	25	0%	1%	-0.1%	-7%	14%	-1%	0%
19	Cc1ccc([C@@H]2[C@@H]3C(=O)N(c4ccccc4)C(=O)[C@@H]3[C@]3(C)C(=O)N(Cc4ccccc4)CC(=O)N23)o1	7%	3%	17%	-6	-2%	0%	-0.3%	-5%	7%	3%	-2%
20	COc1ccccc1/C=C\C(=O)NCC(=O)N/N=C/c1ccc(O)cc1O	2%	0%	1%	-6	23µM*	10%	-0.9%	1%	-3%	2%	9%
21	CCCOC1CCCN(C(=O)CCc2nnc(CCCCc3ccccc3)o2)C1 (configuration not stated)	-6%	1%	-52%	12	-10%	0%	0.0%	0%	23%	0%	-35%
22	Cc1ccc2nc3c(cc(C(=O)NCC4CCCO4)n3C)c(=O)n2c1 (configuration not stated)	6%	2%	.	-9	?	4%	0.1%	.	8%	4%	0%[46.1 µM]
23	CC(=O)C[C@H](O)CC(=O)[C@H]1OC(=O)CCCCCCCCc2ccccc21	-11%	.	-11%	-31	22%	2%	0.0%	1%	1%	-4%	-3%
24	O=C(Nc1ccc(S(=O)(=O)Nc2cnc3ccccc3n2)cc1)c1ccc([N+](=O)[O-])cc1Cl	?	2%	2%	20	3%	0%	-0.2%	-7%	-1%	3%	8%
25	CC(=O)OCC(=O)[C@@]1(OC(C)=O)[C@@H](C)C[C@H]2[C@@H]3C[C@H](F)C4=CC(=O)C=C[C@]4(C)[C@@]3(F)[C@@H](O)C[C@@]21C	0%	-3%	-11%	12	18%	-1%	-0.3%	-4%	?	-10%	-13%
26	Cn1c(N)c(S(=O)(=O)N2CCN(C(=O)c3ccco3)CC2)c(=O)n(C)c1=O	0%	0%	-2%	10	12%	1%	0.1%	-1%	4%	-3%	1%
27	Cc1ccc2c(c1)CCCN2C(=O)c1c(C)noc1C	-20%	-12%	14%	-1	0%	-1%	-0.2%	-1%	0%	-2%	.
28	COc1ccc(Cn2nc(C)cc2C)cc1OC	2%	-9%	-6%	5	-20%	0%	-0.1%	-6%	-6%	-3%	-11%
29	CN(C(=O)COC(=O)c1ccc(Cl)c(N)c1)c1ccccc1	3%	2%	4%	17	14%	0%	-0.4%	3%	1%	-2%	5%
30	COc1cccc(C(=O)Nc2nnc(-c3ccc(F)cc3)o2)c1	-5%	-21%	?	4	-24%	1%	-0.2%	-1%	?	6%	-22%
31	O=C(Oc1cccc(N2C(=O)CCC2=O)c1)c1ccccc1	-6%	-1%	-3%	-16	8%	3%	2.6%	-2%	?	10%	-7%[46.1 µM]
32	O=C(COc1ccc(S(=O)(=O)Nc2ccccc2)cc1)NCc1cccnc1	1%	0%	-3%	3	-2%	0%	-0.1%	0%	?	4%	6%[46.1 µM]

Only Tb PFK inh and PTAP TSG101 blk, for some of the entries so far:
| item | structure | Tb PFK inh | PTAP TSG101 blk |
| --- | --- | --- | --- |
| 5 | N#Cc1c2c(c(-c3ccccc3Cl)[nH]c1=S)CCCC2 | -4% | -2% |
| 6 | CCOc1cc(/C=N/NC(=O)CSc2nncn2C)ccc1OCC(N)=O | -6% | 2% |
| 7 | Cc1cc(C(=O)N2CCN(C/C=C/c3ccccc3)CC2)cs1 | -4% | -2% |
| 8 | CC(C)CN(C(=O)COC(=O)/C=C/c1cccs1)c1c(N)n(Cc2ccccc2)c(=O)[nH]c1=O | 1% | 2% |

Single records, as listed above. Screens in order: Eya2 phos inh, Mito fusion act, uPA surface inh, TSHR antagonist, ELG1 repair inh, USP2a block, B2AR arrestin, PTAP TSG101 blk, BCR signal inh, Tb PFK inh, TCR activator
Cc1ccc2nc3c(cc(C(=O)NCC4CCCO4)n3C)c(=O)n2c1 (configuration not stated) in the list: 6%, 2%, ., -9, ?, 4%, 0.1%, ., 8%, 4%, 0%[46.1 µM]
CC(=O)OCC(=O)[C@@]1(OC(C)=O)[C@@H](C)C[C@H]2[C@@H]3C[C@H](F)C4=CC(=O)C=C[C@]4(C)[C@@]3(F)[C@@H](O)C[C@@]21C in the list: 0%, -3%, -11%, 12, 18%, -1%, -0.3%, -4%, ?, -10%, -13%
